# TDP1 inh: TDP1 (human) enzyme inhibition | Potency, µM (top dose mostly 130 µM), without a hit: top-dose activity change, negative = inhibition, usual class: inhibitors | recombinant TDP1, AlphaScreen DNA substrate cleavage | Q9NUW8 | 0.28% of 350,000 active; also: nearly all actives have a fitted effect of over 40% in size
# Target sequence (Q9NUW8 whole entry, looked up): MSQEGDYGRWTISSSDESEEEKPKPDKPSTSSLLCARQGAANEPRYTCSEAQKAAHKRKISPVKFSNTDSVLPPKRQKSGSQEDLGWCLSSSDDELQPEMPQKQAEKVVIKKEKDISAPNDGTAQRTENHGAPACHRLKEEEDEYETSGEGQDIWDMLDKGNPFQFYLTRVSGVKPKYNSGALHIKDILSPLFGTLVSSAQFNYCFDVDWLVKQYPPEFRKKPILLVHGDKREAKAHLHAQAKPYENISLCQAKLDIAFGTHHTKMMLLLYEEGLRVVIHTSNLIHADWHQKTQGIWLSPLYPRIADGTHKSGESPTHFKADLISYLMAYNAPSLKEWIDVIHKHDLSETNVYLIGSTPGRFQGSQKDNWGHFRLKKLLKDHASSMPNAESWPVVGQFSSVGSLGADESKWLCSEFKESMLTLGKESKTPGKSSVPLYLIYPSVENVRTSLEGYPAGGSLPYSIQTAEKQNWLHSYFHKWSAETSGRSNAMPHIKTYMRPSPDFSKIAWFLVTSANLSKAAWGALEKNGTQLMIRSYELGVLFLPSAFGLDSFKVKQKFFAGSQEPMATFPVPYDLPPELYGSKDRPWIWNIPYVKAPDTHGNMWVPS
#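 Recombinant human Tdp1 (E. coli-expressed, 1 nM final) preincubated with compounds 15 min at room temperature, then 5'-biotin/3'-phosphotyrosine-FITC DNA substrate (15 nM final) added for 5 min. AlphaScreen beads (10 ug/ml final) added 10 min; cleavage lowers signal.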
# DT40 TDP1 CPT: growth inhibition of DT40 Tdp1-/-;hTDP1 cells with camptothecin (screen for TDP1 inhibitors); chicken DT40 Tdp1-/-;hTDP1 cells + 20 nM CPT, ATP luminescence, 48 h; Potency, µM (series often up to 46.2 µM), without a hit: top-dose activity change, negative = growth inhibition, actives largely listed as inhibitors; 12% of 420,000 active; AID 686979; also: nearly all actives have a fitted effect of over 55% in size
#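 Cell growth measured by CellTiter-Glo luminescence after a minimum 48 h, 37 C compound exposure with 20 nM CPT in Tdp1-knockout DT40 cells stably expressing hTDP1, seeded 400/well; qHTS titration format.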
# TDP1 cell noCPT: qHTS for Inhibitors of human tyrosyl-DNA phosphodiesterase 1 (TDP1): qHTS in cells in absence of CPT; 15% of 420,000 active; AID 686978, 2013; DT40 Tdp1-/- hTDP1 cells, no CPT, ATP luminescence, 48 h; Potency, µM (top dose mostly 46.2 µM), without a hit: top-dose activity change, negative = growth inhibition, most hits filed as inhibitors; also: nearly all actives have a fitted effect of over 55% in size
#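 DT40 Tdp1-/-;hTDP1 cells, no CPT (DMSO vehicle only), 400 cells/well; compounds pin-transferred; ≥48 hr, 37 °C; CellTiter-Glo 30 min RT dark, luminescence read.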
# * marks the source's active call; other numbers are inactive results; ? = inconclusive; · = no result given; & = joins results of further samples; ! = not confirmed by another sample; [ ] = remark or other dose. Calls follow the shape of the dose curve; as a rule, active = well fitted curve in the direction sought with a large enough effect; inconclusive = small, poorly fitted or top-dose-only effect, or another doubt; inactive = no such curve, though single readings can be large; an effect the other way counts as inactive or inconclusive. % is scaled to controls: 0 for no effect and ±100 for the full control effect; potency is read from the fitted curve at half-maximal effect.
SMILES,TDP1 inh,DT40 TDP1 CPT,TDP1 cell noCPT
Cc1ccc(CCNC(=O)c2oc(=O)c3ccccc3c2-c2ccc(C)cc2)cc1,-7.0%,?,23.1µM*
CC(C)(C)NC(=O)NC(=O)COC(=O)Cc1c(F)cccc1Cl,3.5%,-0.8%,0.2%
c1cn2c(-c3ccoc3)cncc2n1,·,-25.9%,-17.2%
O=S(=O)(c1ccccc1)[C@@]1(c2ccccc2)C[C@@H]2ON=C(c3cccc(Br)c3)[C@@H]2C1,-3.8%,4.61µM*,3.66µM*
COc1ccc(NC(=O)CN(C)CC(=O)N(CC(C)C)c2c(N)n(CC(C)C)c(=O)[nH]c2=O)cc1,-0.5%,-5.6%,10.7%
COc1ccc(NC(=O)COc2cccnc2[N+](=O)[O-])cc1OC,3.5%,-14.1%,8.2%
N=c1c2c(-c3ccccc3)c(-c3ccccc3)n(Cc3ccco3)c2ncn1CCO,3.2%,7.31µM*,6.51µM*
COc1ccc(NCc2nnc(SCC(=O)c3ccc(OC)cc3)o2)cc1,6.8%,?,16.4µM*
COc1cccc(CNc2nc3cc(-c4ccc(C)cc4)sc3c(=O)n2C)c1OC,·,16.4µM*,18.4µM*
CCC(CC)c1nnc(NC(=O)c2nc3nc(C)cc(C)n3n2)s1,5.1%,-8.5%,-3.2%
Cc1ncc([N+](=O)[O-])n1CC(=O)Nc1cccc(C(F)(F)F)c1,·,2.2%,?
CN(C)c1cccc(C(=O)NCc2ccc(Cl)cc2)c1,5.8%,-6.1%,5.9%

# Molecules shown so far containing sulfur:
SMILES,TDP1 inh,DT40 TDP1 CPT,TDP1 cell noCPT
O=S(=O)(c1ccccc1)[C@@]1(c2ccccc2)C[C@@H]2ON=C(c3cccc(Br)c3)[C@@H]2C1,-3.8%,4.61µM*,3.66µM*
COc1ccc(NCc2nnc(SCC(=O)c3ccc(OC)cc3)o2)cc1,6.8%,?,16.4µM*
COc1cccc(CNc2nc3cc(-c4ccc(C)cc4)sc3c(=O)n2C)c1OC,·,16.4µM*,18.4µM*
CCC(CC)c1nnc(NC(=O)c2nc3nc(C)cc(C)n3n2)s1,5.1%,-8.5%,-3.2%

# Structures above with a furan ring, fused or not (two):
SMILES,TDP1 inh,DT40 TDP1 CPT,TDP1 cell noCPT
c1cn2c(-c3ccoc3)cncc2n1,·,-25.9%,-17.2%
N=c1c2c(-c3ccccc3)c(-c3ccccc3)n(Cc3ccco3)c2ncn1CCO,3.2%,7.31µM*,6.51µM*

# (continued)
SMILES,TDP1 inh,DT40 TDP1 CPT,TDP1 cell noCPT
Cc1ccc(-c2csc(-c3c[nH]c4ccccc34)n2)cc1,5.9%,16.4µM*,?
COc1ccc(CN2c3cc(S(=O)(=O)N4CCOCC4)ccc3N3CCCC32)cc1 (stereo not drawn),3.9%,?,-16.6%
COc1ccc2[nH]c(=O)c(CNC3CCCCC3)cc2c1,5.7%,-26.2%,-21.2%
O=C(CN(C(=O)c1csnn1)c1cccc(Cl)c1)NCCc1ccccc1,3.6%[0.0935 µM],3.3%,-11.7%
CCOC(=O)c1sc(Nc2nc3ccc(OC)cc3s2)cc1C,2.6%,?,?
O=C(Cn1nnc(-c2ccccc2)c1COc1ccc2ccccc2c1)NCC1CC1,·,18.4µM*,?
Cc1ccc(CSCC(=O)Nc2ccc3c(c2)OCO3)cc1,6.6%,-28.1%,-27.4%
Cc1ccc(S(=O)(=O)Nc2ccccn2)cc1[N+](=O)[O-],5.3%,9.0%,-16.8%
COc1cc(C(O)c2nc(-c3cnn(C)c3)cs2)ccc1F (stereo not drawn),·,?,?
Cc1ccccc1CO/N=C/c1[nH]ncc1Br,1.3%,15.9%,6.9%
Oc1ccccc1N=Nc1ccccc1O,9.2%,4.61µM*,4.61µM*
CC(=O)NC1CC2CCCC(C1)N2C(=O)Nc1cccc(C)c1 (stereo not drawn),·,16.5%,-12.3%
Clc1ccc(C(c2nnnn2C2CCCC2)N2CCN(Cc3ccncc3)CC2)cc1 (stereo not drawn),-2.9%,?,?
COc1cccc(/C=N/N2C(=O)NC3(CCCCC3)C2=O)c1O,3.8%,3.6%,6.5%
OCC1OC2C(NC(=S)N2c2ccccc2)C(O)C1O (stereo not drawn),·,4.5%,6.3%
CCN(C(=O)COC(=O)/C(=C/c1ccccc1)n1nnnc1C)C1CCCCC1,1.0%[0.505 µM],?,23.1µM*
CCc1ccccc1OCC(=O)N1CCN(c2ncccn2)CC1,-6.3%,?,?
CC(=O)N1CCN(S(=O)(=O)c2cccc(C(=O)NNC(=O)COc3c(C)cccc3C)c2)CC1,-6.7%,6.6%,1.9%
S=Cc1nc2ccccc2[nH]1,·,?,?
COc1cccc(/C=C2/C(=O)NN(c3ccccc3)C2=O)c1,·,?,?
CCOc1ccc(-n2c(SCC(=O)Nc3cc(OC)c([N+](=O)[O-])cc3C)nc3ccccc32)cc1,0.0%,?,?
NC(=O)c1cc(Br)cc2c3c([nH]c12)CCCC3,9.8%,18.4µM*,23.1µM*
CC(NCCc1ccc(S(N)(=O)=O)cc1)C(=O)NCc1ccccc1 (stereo not drawn),·,-21.1%,13.9%
O=C(Cc1ncn[nH]1)NCCc1ccccc1,2.5%,1.1%,-5.9%

# Reformatted: results already given
# Below each compound: TDP1 inh | DT40 TDP1 CPT | TDP1 cell noCPT
- COc1cccc(/C=C2/C(=O)NN(c3ccccc3)C2=O)c1
    · | ? | ?
- CCOc1ccc(-n2c(SCC(=O)Nc3cc(OC)c([N+](=O)[O-])cc3C)nc3ccccc32)cc1
    0.0% | ? | ?
- NC(=O)c1cc(Br)cc2c3c([nH]c12)CCCC3
    9.8% | 18.4µM* | 23.1µM*
- CC(NCCc1ccc(S(N)(=O)=O)cc1)C(=O)NCc1ccccc1 (stereo not drawn)
    · | -21.1% | 13.9%
- O=C(Cc1ncn[nH]1)NCCc1ccccc1
    2.5% | 1.1% | -5.9%

# More entries follow:
SMILES,TDP1 inh,DT40 TDP1 CPT,TDP1 cell noCPT
Cc1cc(-c2nc(C)c(C(=O)NNS(=O)(=O)c3cccc(C(F)(F)F)c3)s2)no1,2.6%,2.7%,2.0%
COc1cccc(-n2c(C)nc3cc(C(=O)O)ccc32)c1,-1.3%[12.3 µM],-9.6%&-9.2%,-4.3%&-10.6%
COCCCNC(=O)Cn1nnc(-c2ccccc2NC(=O)c2ccc(F)cc2)n1,1.9%,-22.0%,-17.7%
COc1ccc(Cl)cc1C(=O)OCC(=O)N1CCCC(C)C1 (stereo not drawn),0.0%,1.6%,-24.8%
Cc1cccc(-n2ncc3c(NCc4ccco4)ncnc32)c1,2.5%,13µM*,11.6µM*
O=C(N/N=C/c1ccccc1OCC(=O)N1CCCC1)C(=O)Nc1ccccc1F,5.5%,-0.8%,?
CCN(CC)CCNC(=O)c1cc2c(=O)oc3ccc(C)cc3c2s1,-2.3%,?,?
Fc1ccc(NC(=S)NCCN2CCOCC2)cc1,0.0%,-1.1%,5.8%
COc1ccc(OC)c(/C=N/N=C2\SCC(=O)N2Cc2ccco2)c1,5.4%,-22.4%,?
CCC(CO)Nc1nc2ccc(Cl)cc2c2ccccc12 (stereo not drawn),-8.2%,?,?
COc1ccc(S(=O)(=O)NC(=O)C2(C)CCN2C(=O)Cc2ccccc2Cl)cc1 (stereo not drawn),·,-12.2%,-0.6%
Nc1ncnc2c1ncn2[C@@H]1O[C@H](COP(=O)(O)OP(=O)(O)CP(=O)(O)O)[C@@H](O)[C@H]1O,11.0%,2.9%,-8.3%
NC(=O)c1cc2ccccc2o/c1=N/NC(=O)c1cccs1,2.5%,-29.2%,-20.7%
O=C(COc1ccc(F)cc1Br)N1CCN(S(=O)(=O)/C=C/c2ccccc2)CC1,0.0%,?,?
COc1cc(O)c(C(=O)/C=C/c2ccccc2)c(OC)c1,14.1%[56.1 µM],14.6µM*,18.4µM*
COc1cc(NC(=O)c2ccc(N)nc2)cc(C(=O)Nc2cccc(C(F)(F)F)c2)c1,-4.7%,?,16.4µM*
CC(=O)c1ccc(NC(=O)c2nc(-c3ccc(Cl)cc3)n3c2CCCCC3)cc1,8.7%,?,?
O=C(CCCOc1ccccc1)N1CCN(S(=O)(=O)c2cccc(F)c2)CC1,·,-25.0%,?
CCOC(=O)c1c(-c2ccco2)csc1NC(=O)COC(=O)c1cnccn1,?,-1.5%,?
Cc1cccc(N2C(=O)c3ccc(C(=O)Nc4cccc(C(=O)O)c4)cc3C2=O)c1,·,-4.3%,-29.4%
CC[N+](CC)(CC)CC(=O)Nc1c(C)cccc1C,-8.5%[56.1 µM],18.4µM*!,13.5%&10.9%&5.4%&-8.2%
CC(C)NC(=O)C(=O)NCCN1CCN(C(=O)c2ccc(C(C)(C)C)cc2)CC1,-2.7%,-28.7%,?
COC(=O)c1ccc(COn2nnc3ccccc32)cc1,0.0%,-5.4%,-4.9%
COCCn1c(C)cc(O)c(C(c2ccccc2Cl)N2CCN(c3ccccc3)CC2)c1=O (stereo not drawn),-8.1%,6.5%,-27.3%
Cc1cccc(OCc2n[nH]c(=S)n2-c2ccccc2)c1,2.5%,-1.7%,7.5%
COc1ccc2nc(-c3ccccc3)nc(SCC(=O)NCC3CCCO3)c2c1 (stereo not drawn),0.2%,4.1%,?
CC(Nc1ccc(Cl)cc1)C(=O)NN (stereo not drawn),2.8%,-4.1%,10.2%
CCn1c(COc2cccc(C)c2)nc2ccccc21,3.8%&0.0%,?,?
CC(=O)Nc1cncc(-c2ccc(CN(C)C)cc2)n1,·,-20.6%,-10.3%
CC(C)C1=NOC(C(=O)N2CCC(N3CCC(C(=O)N4CCOCC4)CC3)CC2)C1 (stereo not drawn),0.0%,13.2%,-5.9%
O=C(Cc1ccccc1)NCCn1ccc2ccccc21,3.1%,1.7%,?
Cc1ccc(/C=N/NC(=O)C(c2ccncc2)N2CCOCC2)cc1 (stereo not drawn),-2.4%,2.1%,-25.7%
COc1ccccc1Nc1ccc(Nc2ccccc2OC)nn1,2.7%,-28.0%,?
CCOC(=O)N1CCN(C(=O)CCN2C(=O)c3ccccc3S2(=O)=O)CC1,4.4%,-5.9%,-13.3%
O=C(COC(=O)C1CC(=O)N(Cc2ccco2)C1)Nc1ccccc1[N+](=O)[O-] (stereo not drawn),-13.9%,-0.9%,?
CCOC(=O)N1CCN(C2CC(=O)N(c3ccc(Cl)c(Cl)c3)C2=O)CC1 (stereo not drawn),4.9%,?,?
COc1ccc(NC(=O)Cn2c(=O)n(Cc3ccccc3Cl)c(=O)c3cc(OC)c(OC)cc32)cc1,5.0%,?,?
COC(=O)c1ccc(NC(=O)C(=O)N2CCN(C(=S)Nc3ccc(OC)cc3)CC2)cc1,-2.8%,-6.6%,?
Cc1cccn2c(=O)c(/C=C(\C#N)c3nc4ccccc4[nH]3)c(Oc3ccc(C(C)(C)C)cc3)nc12,2.1%,5.1%,-13.7%

# Bioassay records deposited in PubChem BioAssay by National Center for Advancing Translational Sciences (NCATS).
